Source: PubChem BioAssay
TRPC4 agonist = activators of mouse TRPC4 channel, primary screen, Fluo4 calcium, HEK293 TRPC4beta/mu-opioid cells; Fluo4 calcium fluorescence; stronger effect = higher value; B-score at 10 µM; 310,000 tested, 0.49% active; Short transient receptor potential channel 4 (Mus musculus), Q9QUQ5;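 active = B-score above 5 SD of library B-scores, and initial fluorescence ratio not above library mean plus 5 SD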;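 note: positive B-score marks a calcium rise read as TRPC4 activation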
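Assay system – TRPC4beta and mu-opioid receptor HEK293 stable cells · Measured by – Fluo4 fluorescence, kinetic · Schedule – dye loading 45 min room temperature, 110 s kinetic read · Read-out – B-scored integrated calcium fluorescence ratio · Controls – buffer and maximal DAMGO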
IEC-6 cytotox = cytotoxicity in IEC-6 intestinal epithelial cells, primary screen, cytotoxicity control for KLF5 inhibitor project, cell-based, luminescence. inhibition, % at 5 µM. AID 1825, 2009. IEC-6 cytotoxicity, luminescence viability. 290,000 tested, 0.78% active; in the data active = inhibition above about 22%;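 note: 0% = plate median of test compound wells and 100% = cytotoxic reference compound wells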
SKKanGAS inh = S. pyogenes SKKanGAS growth inhibitors in kanamycin, primary screen, streptokinase expression inhibitor project, SKKanGAS strain, BacTiter-Glo luminescence; 6 h; inhibition, % at 7.5 µM; 300,000 tested, 1.3% active;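 active = mean replicate score, as percent of positive control median, at least 50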;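 note: strain carries kanamycin resistance gene driven by streptokinase promoter and grows in 40 µg/ml kanamycin; loss of luminescence reflects streptokinase promoter inhibition or plain growth inhibition; 0% = median of DMSO wells and 100% = positive control at its reference dose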
MrgX1 antag = antagonists of human MrgX1 receptor, primary screen, HEK293 cells, Fluo-4 calcium flux | AID 588676, 2011 | BAM8-22 antagonism; stronger effect = lower value | Mas-related G-protein coupled receptor member X1 (Homo sapiens), Q96LB2 | B-score at 10 µM | 310,000 tested, 1.3% active;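 active = calcium-response B-score plate-corrected more than 3 library SD below zero, starting fluorescence within 5 deviations, no agonist response on first addition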;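 note: peak minus trough fluorescence over baseline after final BAM8-22 challenge near maximal dose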
TRPC6 inh = mouse TRPC6 channel inhibitors, primary screen, cell-based, HEK293, membrane potential dye | Short transient receptor potential channel 6 (Mus musculus), Q61143 | ACh-evoked depolarization; stronger effect = lower value | B-score at 10 µM | 310,000 tested, 1.1% active;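 active = B-score under library mean minus 3 SD, initial fluorescence not abnormally high, positive integrated signal ratio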;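 note: B-score derived from integrated fluorescence ratio over the kinetic read; more negative B-score means stronger inhibition of depolarization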
Target sequence (Q61143 whole entry, looked up): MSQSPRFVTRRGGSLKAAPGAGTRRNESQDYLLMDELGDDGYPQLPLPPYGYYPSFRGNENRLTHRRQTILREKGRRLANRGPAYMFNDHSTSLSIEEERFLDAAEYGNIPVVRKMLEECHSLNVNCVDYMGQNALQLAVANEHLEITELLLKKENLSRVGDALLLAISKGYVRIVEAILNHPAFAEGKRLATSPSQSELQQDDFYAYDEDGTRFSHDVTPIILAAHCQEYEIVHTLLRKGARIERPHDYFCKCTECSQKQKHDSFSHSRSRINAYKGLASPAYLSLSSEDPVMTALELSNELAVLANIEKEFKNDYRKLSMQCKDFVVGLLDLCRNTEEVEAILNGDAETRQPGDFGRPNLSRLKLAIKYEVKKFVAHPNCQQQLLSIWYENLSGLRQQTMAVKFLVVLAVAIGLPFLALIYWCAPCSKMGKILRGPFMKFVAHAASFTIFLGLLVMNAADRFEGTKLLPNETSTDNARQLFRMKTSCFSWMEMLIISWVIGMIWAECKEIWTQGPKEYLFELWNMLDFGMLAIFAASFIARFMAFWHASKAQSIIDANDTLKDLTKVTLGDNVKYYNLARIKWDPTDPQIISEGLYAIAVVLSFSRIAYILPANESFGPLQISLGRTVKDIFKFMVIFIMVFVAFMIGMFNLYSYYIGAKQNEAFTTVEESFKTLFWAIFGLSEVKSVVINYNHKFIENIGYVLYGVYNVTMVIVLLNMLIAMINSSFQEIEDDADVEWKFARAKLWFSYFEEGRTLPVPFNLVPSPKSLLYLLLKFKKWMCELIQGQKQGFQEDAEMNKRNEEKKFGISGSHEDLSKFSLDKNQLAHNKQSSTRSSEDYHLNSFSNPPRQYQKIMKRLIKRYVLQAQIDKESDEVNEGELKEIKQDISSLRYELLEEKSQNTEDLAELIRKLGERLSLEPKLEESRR
KLF5 inh = KLF5 expression inhibitors, primary screen, DLD-1 cells, luminescence; DLD-1 KLF5 promoter-luciferase reporter; inhibition, % at 5 µM; 290,000 tested, 0.23% active; AID 1700, 2009;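 active = inhibition above a per-plate limit of that plate's mean compound inhibition plus 3 SD, cut at about 60% in these data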;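 note: 0% = DMSO wells and 100% = LY294002 at 200 µM; higher means less KLF5 promoter-driven luciferase light; inactives centre near -14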
TRPC6 activator = mouse TRPC6 channel activators, primary screen, cell-based, HEK293, membrane potential dye; Short transient receptor potential channel 6 (Mus musculus), Q61143; HEK293-TRPC6 membrane potential dye fluorescence; stronger effect = higher value; B-score at 10 µM; 310,000 tested, 0.13% active; AID 2550, 2010;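 active = B-score of the integrated fluorescence ratio above library mean plus 3 SD, and starting fluorescence ratio within library mean plus 5 SD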;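 note: higher score means more depolarization so channel activation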
aSyn UTR inh = MLPCN primary screen, SNCA 5' untranslated region; alpha-synuclein 5'UTR reporter, inhibitor activity; inhibition, % (tested at 7.5 µM); 300,000 tested, 0.82% active; in the data active = inhibition above about 60%;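 note: H4 neuroglioblastoma cells stably carrying SNCA 5'UTR luciferase fusion; 0% = DMSO wells and 100% = positive control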
TRPC4 PAM = positive allosteric modulators of TRPC4, primary screen, cell-based, mouse TRPC4beta, HEK293 mu-opioid, Fluo-4 calcium | Short transient receptor potential channel 4 (Mus musculus), Q9QUQ5 | DAMGO EC20, Fluo-4 Ca2+ flux; stronger effect = higher value | B-score at 10 µM | 310,000 tested, 0.42% active | AID 2227, 2009;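 active = B-score of calcium response area above 5 SD of library B-scores, with initial fluorescence ratio within 5 SD of library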;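 note: B-score of integrated fluorescence ratio over time as area under calcium response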
HIF activator = HIF pathway transcriptional activators, primary screen, cell-based, U2OS HRE-luciferase, luminescence; U2OS HRE-luciferase reporter; normalized: DMSO 0%, desferrioxamine 100%; activation, % at 7.5 µM (by protocol); 300,000 tested, 0.32% active; AID 1910, 2009;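 active = mean activation of at least 10% of the iron chelator positive control signal, with at least half of replicates also reaching 10%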
TRPC4 inh = inhibitors of mouse TRPC4 channel, primary screen, Fluo4 calcium, HEK293 TRPC4beta/mu-opioid cells; Short transient receptor potential channel 4 (Mus musculus), Q9QUQ5; DAMGO-evoked Fluo4 calcium flux; stronger effect = lower value; B-score at 10 µM; 300,000 tested, 0.39% active;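 active = B-score over 3 SD under the library average, no early fluorescence shift, positive overall ratio signal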
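Signal: kinetic Fluo4 fluorescence imaging of calcium influx. Material: stable TRPC4beta/mu-opioid receptor HEK293 cells. Probe or stimulus: DAMGO in two steps, submaximal then maximal.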
* marks the source's active call; other numbers are inactive results; i = inactive; nt = no result given.

nr	Compound	SKKanGAS inh	TRPC6 activator	TRPC4 PAM	TRPC4 inh	KLF5 inh	HIF activator	TRPC4 agonist	aSyn UTR inh	IEC-6 cytotox	MrgX1 antag	TRPC6 inh
1	Clc1cccc(OCCOCCN2CCNCC2)c1Cl	-1	i	i	i	nt	-0.3	44*	-5	nt	i	i
2	CN(C(=O)c1cnccn1)c1nnc(-c2cnccn2)s1	3	i	i	i	-1	-0.1	i	-5	3	i	i
3	O=C(Nc1cccc2ncccc12)C(Cl)(Cl)Cl	-6	i	i	i	-2	0.5	i	-22	3	i	i
4	O=C(CCN1C(=O)[C@@H]2Cc3ccccc3CN2C1=O)NCCc1ccccc1	-7	i	i	i	-11	-0.8	i	12	2	i	i
5	CNC(=S)N/N=C/c1cc(C)ccc1C	-9	i	i	i	2	0.8	i	26	-4	i	i
6	COC(=O)[C@@](C)(O)C1(C(=O)SC(C)(C)C)CC1	8	i	i	i	nt	1.4	i	6	nt	i	i
7	N#Cc1cccc(CS(=O)(=O)c2ccc(Cl)cc2)c1	-1	i	i	i	0	-21	i	-7	2	i	i
8	Cc1cc(C)cc(NC(=O)c2cccc(NC(=O)c3ccco3)c2)c1	-2	i	i	i	nt	53*	i	-28	nt	i	i
9	CSc1nc(-c2ccco2)nn1S(=O)(=O)c1ccccc1	0	i	i	i	-15	-13	i	19	-13	i	i
10	CCOc1cc(CNCCO)ccc1OCC(=O)NC(C)(C)C	1	i	i	i	-42	-0.6	i	-6	3	i	i
11	O=C1CCCN1c1ncc(S(=O)(=O)c2ccc([N+](=O)[O-])cc2)s1	2	i	i	i	12	0.0	i	-28	-2	i	i
12	CCc1ccccc1NC(=O)CCS(=O)(=O)c1ccc(C)cc1	4	i	i	i	-52	0.7	i	-2	-10	i	i
13	O=C1C2C(c3ccccc3)=NN(c3ccccc3)C2C(=O)N1c1ccccc1 (stereo not drawn)	107*	i	i	i	-4	-0.2	i	22	-3	i	i
14	COc1cc(NC(=O)CSc2nnc3c(C)cc4cc(C)cc(C)c4n23)c(C(=O)O)cc1OC	6	i	i	i	-21	0.6	i	-35	-4	i	i
15	N/C(=N\NS(=O)(=O)c1ccccc1)c1ccccn1	-4	i	i	i	nt	1.5	i	-38	nt	i	i
16	O=C1CC(c2ccccc2)CC(O)=C1C=NCc1ccccc1Cl (stereo not drawn)	-11	i	i	i	51	0.4	i	-6	31*	i	i
17	CC1(C)CC(=O)c2cc(OCC(=O)NCCCN3CCN(c4ccc(F)cc4)CC3)ccc2O1	0	i	i	i	-20	-0.5	i	-47	2	i	i
18	O=c1c(Cl)c(NCCO)ncn1-c1ccccc1	-1	i	i	i	-15	-0.2	i	10	-1	i	i
19	CC(=O)NC(NC(=S)Nc1ccccc1Br)C(Cl)(Cl)Cl (stereo not drawn)	5	i	i	i	-5	-0.3	i	18	-1	i	i
20	O=c1[nH]c(Cc2ccccc2Cl)nc2ccccc12	3	i	i	i	-8	0.0	i	3	-6	i	i
21	COc1ccc(C(C[N+](=O)[O-])C2(c3ccc(OC)c(OC)c3)C(=O)c3ccccc3C2=O)cc1 (stereo not drawn)	22	i	i	i	-26	0.6	i	-47	6	i	i
22	Cc1c[n+]([O-])n(-c2ccc(C(=O)O)cc2)n1	1	i	i	i	4	0.0	i	0	11	i	i
23	COC1c2ccccc2C(=O)N1CCc1ccc(Cl)cc1 (stereo not drawn)	4	i	i	i	-25	2.5	i	-73	-5	i	i
24	CCC(C(=O)OC)n1c(-c2ccccc2)nc2ccccc2c1=O (stereo not drawn)	2	i	i	i	-38	-0.4	i	7	-2	i	i
25	COc1ccc(Cl)cc1NC(=O)c1cc(S(=O)(=O)N2CCCC2)cn1C	-6	i	i	i	-16	-0.2	i	2	11	i	i
26	COc1ccc(N2CCN(CC(=O)Nc3cc(C)on3)CC2)cc1	7	i	i	i	6	0.0	i	1	-1	i	i
27	CCOc1ccc(C2C(C(=O)C3CC3)N3C=C(C#N)C=CC3C2(C#N)C#N)cc1 (stereo not drawn)	4	i	i	i	-15	1.7	i	-29	-10	i	i
28	O=C(O)C(c1ccccc1)C1(O)CCCCC1 (stereo not drawn)	0	i	i	i	1	-0.1	i	-2	-4	i	i
29	Cc1cc(OCC(=O)N2CCN(c3ncccn3)CC2)ccc1Cl	15	i	i	i	1	0.5	i	3	1	i	i
30	N#CCCN(C(=O)COC(=O)c1cccc(S(=O)(=O)N2CCCC2)c1)c1ccc(F)cc1	-6	i	i	i	10	-1.6	i	-6	-2	i	i
31	CCOc1ccc2nc(NC(=O)c3ccc(C)o3)sc2c1	4	i	i	i	nt	1.3	i	-41	nt	i	i
32	COC(=O)C(Cc1ccc(OC(=O)c2ccc(Cl)cc2)cc1)N1Cc2ccccc2C1=O (stereo not drawn)	19	i	i	i	-45	2.2	i	-124	4	i	i
33	COC(=O)c1cc(N2C(=O)C3C4C=CC(CC4)C3C2=O)ccc1Cl (stereo not drawn)	-4	i	i	i	-4	0.0	i	13	-4	i	i
34	Cc1ccc(NC(=S)/N=C(\N)Nc2nc(C)c3cc(C)c(C)cc3n2)cc1C	40	i	i	i	-4	-0.7	i	18	-1	i	i
35	Nn1c(SCc2ccccc2F)nnc1-c1ccccn1	3	i	i	i	-113	2.0	i	-125	-2	i	i
36	CCOC(=O)C1CCN(C(=O)COc2ccc3c(C)cc(=O)oc3c2)CC1	-3	i	i	i	nt	-0.2	i	4	nt	i	i
37	CNC(=O)/C=C1\NC(C)(C)Cc2ccccc21	1	i	i	i	-9	-0.6	i	0	-2	i	i
38	Cc1cc2nc(-c3ccc(SCC(=O)N4CCc5ccccc54)nc3)[nH]c2cc1C	27	i	i	i	-5	2.1	i	-220	-3	i	i
39	CCc1nc(Nc2ccccc2)c2oc3ccccc3c2n1	20	i	i	i	6	-0.1	i	2	-4	i	i
40	COc1cccc(-c2csc(N3CCN(Cc4ccccc4)CC3)n2)c1	0	i	i	i	8	0.7	i	-29	7	i	i
41	COc1ccc(NC(=O)c2cc(-c3ccc4c(c3)OCO4)on2)cc1OC	0	i	i	i	4	-0.4	i	-24	-6	i	i
42	COc1ccc(NC(=O)CN(C)C(=O)Cc2c(C)nc3ccccc3c2C)cc1	-2	i	i	i	nt	1.6	i	4	nt	i	i
43	Cc1cc(N2CCN(C)CC2)nc2ccc(NC(=O)CCC(=O)NCCC(C)C)cc12	1	i	i	i	-49	0.2	i	-16	1	i	i
44	CC(CCc1ccccc1)NC(=O)CCCCCNc1nc(=S)[nH]c2ccccc12 (stereo not drawn)	7	i	i	i	10	-0.3	i	7	-5	i	i
45	O=C(NCc1ccccc1)C1CCCN1S(=O)(=O)c1cccc2cccnc12 (stereo not drawn)	-3	i	i	i	-14	nt	i	-9	1	i	i
46	COC(=O)c1cc(Br)c(=O)n(CCN(C(C)C)C(C)C)c1	0	i	i	i	-24	-0.1	i	-2	0	i	i
47	CCOC(=O)C1=C(COC(=O)c2cccc(Br)c2)NC(=O)NC1C (stereo not drawn)	-4	i	i	i	nt	0.6	i	-9	nt	i	i
48	O=C(CN1CCN(Cc2ccccc2)CC1)N1CCCc2c1c(=O)oc1ccc(O)cc21	0	i	i	i	-17	1.2	i	-13	12	i	i
49	CCN(CC)C(=O)c1ccccc1NC(=O)CN1C(=O)c2ccccc2C1=O	-5	i	i	i	-25	-0.4	i	-19	3	i	i
50	CCCc1c(O)nc(SCC(=O)NCCc2ccc(OC)c(OC)c2)[nH]c1=O	1	i	i	i	-29	-0.4	i	10	-3	i	i
51	CCn1c(SCC(=O)N2CCCC2)nnc1-c1ccc(N)cc1	0	i	i	i	-32	-0.2	i	10	-5	i	i
52	CN(C)C(CNS(=O)(=O)c1ccc(Cl)cc1)c1cccnc1 (stereo not drawn)	4	i	i	i	-58	0.0	i	7	4	i	i
53	Nc1ccc(S(=O)C(F)(F)F)cc1 (stereo not drawn)	-7	i	i	i	-11	0.2	i	-32	-1	i	i
54	CN(CC(=O)Nc1ccc(SC(F)F)cc1)C1CCCCC1	-3	i	i	-6*	-9	0.0	i	-1	-2	i	i
55	Cc1cc(C)cc(NC(=O)c2cc3c(=O)n4ccccc4nc3s2)c1	0	i	i	i	-50	0.3	i	-43	-8	i	i
56	CCCN1CN=C(Nc2nc3ccccc3o2)NC1	12	i	i	i	-71	2.9	i	-113	3	i	i
57	Cc1ccccc1OCCCc1c(C)n[nH]c1C	64*	i	i	nt	-32	-0.1	i	12	-4	i	i
58	Cc1cc(C(=O)OCC(=O)N2CC(C)OC(C)C2)ccc1[N+](=O)[O-] (stereo not drawn)	-1	i	i	i	-16	-0.2	i	-4	0	i	i
